Screens from PubChem.
DAX1 inh-1 = DAX1 (NR0B1) inhibitors on StAR promoter, primary screen, cell-based, luminescence, SF-1 (NR5A1), full-length DAX-1 | HEK293T StAR-luciferase reporter, SF-1/DAX-1 repression relief | inhibition, % at 6.8 µM | 1.1% of 370,000 active | AID 652010, 2013;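 active = inhibition above the mean over all tested compounds plus 3 SD, cut at about 3.6% in these data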;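 also: 0% = DAX-1 cells with DMSO and 100% = cells lacking DAX-1 with DMSO; higher inhibition means more luminescence from relief of DAX-1 repression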
NR1D1 modulator = modulators of Rev-erb alpha DNA binding, primary screen, biochemical, FITC-DNA, fluorescence polarization, uHTS; Rev-erbα–FITC-DNA binding, 90 min; activity, % at 10 µM; 0.79% of 370,000 active; AID 1259318, 2017;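 active = activity above about 14%, limit read from the data; passing the limit was not always enough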;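 also: 0% = DMSO wells with 35 nM protein and 100% = DMSO wells with 750 nM protein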
Target sequence (P20393 whole entry, looked up): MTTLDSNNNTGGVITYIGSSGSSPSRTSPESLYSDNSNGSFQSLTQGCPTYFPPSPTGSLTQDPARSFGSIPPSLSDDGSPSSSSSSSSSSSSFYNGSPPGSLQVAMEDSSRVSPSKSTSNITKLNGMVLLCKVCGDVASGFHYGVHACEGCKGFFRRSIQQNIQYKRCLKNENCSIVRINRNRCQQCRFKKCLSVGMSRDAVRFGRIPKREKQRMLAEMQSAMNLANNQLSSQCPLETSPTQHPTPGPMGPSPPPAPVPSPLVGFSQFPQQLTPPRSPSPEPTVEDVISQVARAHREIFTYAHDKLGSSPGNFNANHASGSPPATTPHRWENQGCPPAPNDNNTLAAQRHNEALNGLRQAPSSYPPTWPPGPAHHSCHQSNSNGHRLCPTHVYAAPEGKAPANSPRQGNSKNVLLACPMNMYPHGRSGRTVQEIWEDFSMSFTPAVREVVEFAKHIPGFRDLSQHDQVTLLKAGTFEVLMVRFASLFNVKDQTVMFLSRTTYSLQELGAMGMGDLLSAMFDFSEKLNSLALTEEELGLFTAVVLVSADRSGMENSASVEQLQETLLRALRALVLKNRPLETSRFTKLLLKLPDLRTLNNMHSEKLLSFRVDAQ
ssDAF12 agonist = S. stercoralis DAF-12 nuclear receptor activators, primary screen, cell-based, luminescence, HEK293, GRIP1 co-expression, lit1-tk-luc; activation, % at 6.8 µM; 1% of 370,000 active; AID 652126, 2013; HEK293 ssDAF-12/GRIP1 lit1-tk-luc reporter; % of 3 µM dafachronic acid response;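 active = activation above the mean over all tested compounds plus 3 SD, cut at about 0.9% in these data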;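 also: 0% = DMSO-only wells and 100% = 3 µM delta7-dafachronic acid wells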
FXN GAA850 act = FXN promoter activators, primary screen, cell-based, luciferase luminescence, HEK293 lucGAA850; HEK293 lucGAA850 FXN promoter luciferase reporter, 24 h; percent of 10 µM SAHA response; activation, % at 6 µM; 0.56% of 360,000 active;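 active = activation above the average of all compounds screened plus 3 SD, cutoff fixed separately per campaign, cut at about 7.5% in these data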;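 also: 0% = DMSO wells and 100% = 10 µM SAHA wells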
SMARCA2 act = SMARCA2 (BRM) function activators, primary screen, cell-based, luminescence, high throughput; AID 652017, 2013; activation, % at 9.1 µM; 1% of 370,000 active; MG213 cells, MMTV-luciferase reporter, dexamethasone, overnight; in the data active = activation above about 7.8%;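 also: 0% = vehicle wells and 100% = reference activator wells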
hgDAF12 agonist = H. glycines DAF-12 receptor agonists, primary screen, cell-based, luminescence, HEK293, GAL4 fusion, UAS-luciferase. Nuclear hormone receptor DAF-12 (Heterodera glycines), GAL4 fusion. HEK293 GAL4-hgDAF12 UAS-luciferase reporter, agonist luminescence; normalized to butyrate control. activation, % at 6.8 µM. 1.8% of 370,000 active. AID 687014, 2013;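 active = activation above a cutoff set at the mean of all screened compounds plus 3 SD, cut at about 10% in these data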;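 also: 0% = DMSO wells and 100% = sodium butyrate wells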
DAX1 inh-2 = DAX1 (NR0B1) inhibitors, primary screen, cell-based, HEK293, Gal4-DAX1, luciferase luminescence | Nuclear receptor subfamily 0 group B member 1 (Homo sapiens), P51843 | HEK293 Gal4-DAX1 luciferase reporter | inhibition, % at 6.75 µM | 0.99% of 340,000 active | AID 504766, 2011;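 active = inhibition above the mean over all tested compounds plus 3 SD, cut at about 4.2% in these data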;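 also: 0% = DAX1-transfected cells with DMSO and 100% = empty-vector control cells with DMSO; inhibition shows as a rise in luminescence from relieved DAX1 repression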
PLCb3 inh = human PLC-beta3 inhibitors, primary screen, biochemical, fluorescence; 1-phosphatidylinositol 4,5-bisphosphate phosphodiesterase beta-3 (Homo sapiens), Q01970; Purified PLC-beta3, fluorogenic substrate; inhibition, % at 12.2 µM; 0.18% of 370,000 active; AID 720704, 2013; in the data active = inhibition above about 11%;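 also: 0% = median of compound wells on plate and 100% = full blocker control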
hcDAF12 agonist = H. contortus DAF-12 nuclear receptor activators, primary screen, cell-based, luminescence, HEK293, lit1-tk-luc reporter; activation, % at 6.8 µM; HEK293 hcDAF-12 lit1-tk-luc reporter; 0% DMSO, 100% Δ7-dafachronic acid; 1.4% of 370,000 active;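 active = activation above the mean of all tested compounds plus 3 SD, cut at about 5.5% in these data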;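 also: 100% = response to 3 µM Δ7-dafachronic acid high control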
PG9 Ab binder = binders of HIV-1 gp120 antibody PG9, primary screen, biochemical, TR-FRET; TR-FRET gp120-PG9 antibody binding; inhibition, % at 6.7 µM; 0.43% of 360,000 active; AID 624416, 2012; in the data active = inhibition above about 8.5%
sPLA2-III inh = human group III sPLA2 inhibitors, primary screen, biochemical, QFRET, BODIPY PC-A2 liposome substrate; Group 3 secretory phospholipase A2 (Homo sapiens), Q9NZ20; QFRET BODIPY PC-A2 liposome hydrolysis, fluorescence; inhibition, % at 12.2 µM; 0.56% of 370,000 active; AID 743126, 2013;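 active = inhibition above mean plus 3 SD of compounds lying within the high and low control bounds, cut at about 19% in these data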;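 also: 0% = median of test compound wells and 100% = no enzyme DMSO wells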
Target sequence (Q9NZ20 whole entry, looked up): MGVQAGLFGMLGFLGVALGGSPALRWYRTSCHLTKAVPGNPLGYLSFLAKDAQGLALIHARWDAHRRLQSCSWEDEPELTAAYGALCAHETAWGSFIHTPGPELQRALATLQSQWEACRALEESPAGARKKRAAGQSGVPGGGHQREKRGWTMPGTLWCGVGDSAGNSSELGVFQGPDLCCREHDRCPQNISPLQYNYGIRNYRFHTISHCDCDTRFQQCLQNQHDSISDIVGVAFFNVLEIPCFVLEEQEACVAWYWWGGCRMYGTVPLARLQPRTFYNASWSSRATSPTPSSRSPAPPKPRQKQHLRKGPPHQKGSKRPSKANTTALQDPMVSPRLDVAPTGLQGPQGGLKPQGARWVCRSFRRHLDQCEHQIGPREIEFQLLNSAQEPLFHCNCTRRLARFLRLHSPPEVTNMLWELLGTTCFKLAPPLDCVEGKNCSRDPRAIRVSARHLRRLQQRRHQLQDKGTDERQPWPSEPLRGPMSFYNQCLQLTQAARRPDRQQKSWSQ
Numbers without * were called inactive; · = not tested or not shown.

The line under a structure holds: PLCb3 inh | ssDAF12 agonist | PG9 Ab binder | NR1D1 modulator | FXN GAA850 act | sPLA2-III inh | hgDAF12 agonist | hcDAF12 agonist | SMARCA2 act | DAX1 inh-2 | DAX1 inh-1
- CN(CCOc1ccccc1)c1ccc(S(=O)(=O)N2CCCCC2)cn1
 : 1 | -1.8 | -0.7 | 1 | 3.6 | -2 | 2.9 | -1.3 | 0 | 0.7 | -1.1
- CC(=O)N(CCc1ccccc1C)Cc1cc2ccc(C)cc2[nH]c1=O
 : -5 | -0.7 | -1.7 | 0 | 0.0 | -4 | -3.0 | -0.1 | -2 | 0.1 | -0.4
- CCCn1c(O)c(N=NC(=O)CNC(=O)c2cccnc2)c2ccccc21
 : -4 | -1.3 | -4.6 | 4 | 2.1 | 0 | -0.8 | -0.4 | 8 | -0.2 | -0.5
- CC(=O)Nc1ccc(S(=O)(=O)N2CCN(C(=O)C3COc4ccccc4O3)CC2)cc1 (stereo not drawn)
 : -4 | -1.2 | 0.3 | 5 | -0.6 | -2 | -4.1 | -0.9 | 2 | 0.0 | -0.8
- NC(=O)[C@@H]1CCCN1Cc1nc(-c2cccs2)no1
 : -2 | -1.4 | 1.2 | 3 | 0.6 | 5 | 0.2 | -0.3 | -5 | -0.5 | -0.8
- Clc1ccc(-c2noc(CN3CCN(c4ccccc4)CC3)n2)cc1
 : 0 | -1.1 | 0.8 | -4 | -0.5 | -2 | -1.7 | -0.1 | -1 | 1.0 | -0.2
- O=C(O)c1ccc(-c2nc(-c3ccccc3)c(-c3cccs3)[nH]2)cc1
 : -413 | -1.3 | 0.2 | -3 | 2.8 | -1 | -2.0 | -1.8 | -2 | -2.6 | 0.3
- CN(C)c1ccc(C=NNC(=O)c2cccnc2)cc1
 : -9 | -0.6 | -7.5 | 7 | 0.2 | 0 | 9.6 | 0.2 | 1 | 3.4 | 1.2
- O=c1cc(Cc2nnc(SCc3ccccc3)n2-c2ccc(Cl)cc2)[nH]c(=O)[nH]1
 : 6 | -1.7 | 0.0 | 2 | 1.0 | -82 | -1.8 | -1.2 | 1 | -1.3 | -0.3
- O=C(COC(=O)c1ccccc1C(=O)N1CCN(c2ccccc2)CC1)Nc1ccc(F)cc1
 : 4 | -1.3 | -0.5 | -1 | -0.6 | -10 | -1.4 | -1.4 | -3 | -0.7 | -0.3
- O=C(Nc1ccc2c3c(cccc13)CC2)c1ccc(Br)o1
 : -9 | -0.3 | -1.2 | 2 | 1.9 | 1 | 5.8 | -0.6 | 3 | 1.4 | 1.9
- CN(C)S(=O)(=O)c1ccc2c(c1)Cc1cc(S(=O)(=O)N(C)C)ccc1-2
 : -5 | -0.6 | -1.7 | 2 | 0.2 | -4 | 1.6 | -2.8 | -2 | 1.1 | -0.4
- CC(NC(=O)c1ccco1)C(c1cccs1)N1CCN(c2ccccc2)CC1 (stereo not drawn)
 : 4 | -1.5 | 0.4 | 0 | 0.5 | -5 | -2.4 | 0.8 | 0 | -0.6 | -2.0
- CC(=O)c1ccc(N2CCN(C(=O)c3ccc(Cl)c(NC4=NC5CS(=O)(=O)CC5S4)c3)CC2)cc1 (stereo not drawn)
 : -19 | -0.8 | -0.5 | -3 | -0.1 | 5 | 1.7 | -0.1 | -3 | 0.5 | -0.3
- Cc1ccccc1CSCCNC(=O)Nc1ccccc1
 : 2 | -1.5 | 0.0 | -8 | 1.9 | -6 | 0.6 | -0.9 | 2 | 1.1 | -0.6

Limited to DAX1 inh-1 and PG9 Ab binder, for 2 of the compounds above:
| Molecule | DAX1 inh-1 | PG9 Ab binder |
| --- | --- | --- |
| NC(=O)[C@@H]1CCCN1Cc1nc(-c2cccs2)no1 | -0.8 | 1.2 |
| Clc1ccc(-c2noc(CN3CCN(c4ccccc4)CC3)n2)cc1 | -0.2 | 0.8 |

(further entries)
The line under a structure holds: PLCb3 inh | ssDAF12 agonist | PG9 Ab binder | NR1D1 modulator | FXN GAA850 act | sPLA2-III inh | hgDAF12 agonist | hcDAF12 agonist | SMARCA2 act | DAX1 inh-2 | DAX1 inh-1
- CN(CC(=O)NCc1ccccc1)Cc1ccc(Cl)cc1
 : -5 | -0.9 | -0.1 | -1 | 1.2 | 3 | -1.3 | -3.1 | -2 | 0.1 | -0.4
- Cn1c(=NC(=O)C2=NNC(=O)CC2)sc2ccccc21
 : -10 | -1.9 | 0.3 | -10 | -0.1 | -6 | 0.9 | -1.2 | 1 | 0.3 | 1.3
- O=C(NCc1ccccc1)[C@@H]1CCCN1C(=O)[C@H]1CCCN1C(=O)C1CCCCC1
 : 3 | -1.3 | -1.7 | -1 | · | 1 | -0.6 | -1.9 | 0 | · | -1.1
- CCOc1ccccc1Nc1nnc(SC(C)C(=O)Nc2nc(-c3ccccc3)cs2)s1 (stereo not drawn)
 : 0 | -0.9 | -2.0 | 7 | -5.7 | 7 | 0.6 | 1.3 | 0 | 0.5 | 0.1
- CCOC(=O)N1CCC(NC(=O)c2cnn3c(C(F)(F)F)cc(-c4cccc(OC)c4)nc23)CC1
 : -3 | -0.9 | 1.3 | · | · | -1 | -1.6 | -0.8 | 0 | · | 0.0
- O=C(NCc1ccccc1)C1=C[C@H](c2csc3ccccc23)C[C@H](OCc2ccc(CO)cc2)O1
 : -12 | -1.4 | 2.6 | 1 | -2.1 | -20 | -2.1 | -1.5 | -1 | -1.0 | -0.3
- O=C(O)C1CCC(N2C(=O)C3C4CCC(C4)C3C2=O)CC1 (stereo not drawn)
 : -1 | -0.4 | 0.4 | -8 | 1.0 | 1 | 6.6 | 0.1 | 3 | 2.8 | -0.1
- CCOC(=O)C1CCN(C(=O)C2(NC(=O)Nc3ccccc3C)CCCCC2)CC1
 : -3 | -1.3 | -0.4 | -3 | -3.3 | 2 | 0.9 | -0.3 | 0 | 0.3 | 0.8
- CCN(CC)S(=O)(=O)c1ccc(N2CCOCC2)c(NC(=O)c2ccc3c(c2)OCCO3)c1
 : -6 | -0.9 | -1.8 | -2 | 0.0 | -2 | 0.7 | -0.8 | 5 | -0.2 | -2.9
- CC(Oc1cccc(Br)c1)C(=O)NNC(=O)CCS(=O)(=O)c1ccccc1 (stereo not drawn)
 : -10 | -1.0 | 1.0 | 0 | -0.7 | -2 | -1.6 | -0.8 | -2 | -0.4 | 0.1
- COc1ccccc1-c1nnc2sc(C3CCCCC3)nn12
 : -2 | -2.0 | 1.7 | 2 | 1.9 | 1 | -4.2 | -3.5 | 0 | -0.1 | -0.6
- CCOc1ccc(NC(=O)CCc2c(C)noc2C)cc1OC
 : -5 | -1.0 | -0.7 | 3 | 2.4 | 2 | 0.6 | 1.1 | -1 | 0.2 | -0.7
- CCOc1ccc(NC(=O)C(NC(=O)C2CCC(C)CC2)C(C)C)cc1 (stereo not drawn)
 : -5 | -2.1 | -0.4 | 10 | 0.4 | 5 | 1.0 | -2.0 | -2 | 2.0 | 0.4
- CCOc1ccc(C(C)=O)cc1COC(=O)CNC(=O)c1cccs1
 : -1 | -1.4 | -2.0 | 1 | -2.8 | -8 | -0.4 | -0.5 | -3 | -1.8 | 1.2
- COc1ccc(CC(CC(=O)O)C(=O)NCc2ccccc2)cc1 (stereo not drawn)
 : -5 | -2.1 | 0.0 | 1 | 2.6 | -1 | -1.1 | -1.3 | 0 | 0.7 | 0.1

The results go on.
The line under a structure holds: PLCb3 inh | ssDAF12 agonist | PG9 Ab binder | NR1D1 modulator | FXN GAA850 act | sPLA2-III inh | hgDAF12 agonist | hcDAF12 agonist | SMARCA2 act | DAX1 inh-2 | DAX1 inh-1
- O=C(CCn1c(=S)[nH]c2ccccc2c1=O)NCCc1ccccc1
 : 2 | -0.1 | -1.2 | -5 | 2.3 | 4 | -0.2 | 0.1 | 3 | 0.0 | 0.0
- COCCn1c(C)cc(C(=O)COC(=O)c2ccc([N+](=O)[O-])o2)c1C
 : 2 | -1.9 | -2.6 | -1 | -4.2 | 1 | 5.4 | 0.1 | 3 | -1.5 | -0.8
- c1coc(CNc2nc(-c3cccs3)cs2)c1
 : -20 | -1.4 | -2.2 | 0 | 5.2 | -2 | 4.0 | 1.1 | 2 | 0.6 | 0.3
- Cn1c2ccccc2c2cc(/C=C(\NC(=O)c3ccccc3)C(=O)O)ccc21
 : -84 | 0.6 | -1.4 | 2 | 3.0 | -23 | 2.9 | 2.5 | 1 | 0.9 | 0.4
- c1nc(N2CCCCC2)c2[nH]cnc2n1
 : 0 | -1.4 | -1.5 | 0 | 1.0 | 2 | -1.0 | -0.7 | 4 | 0.5 | 1.2
- Cc1cc2c(c(C)c1CCO)C(=O)[C@H](C)C2
 : 3 | -0.6 | -3.2 | 6 | 1.1 | 0 | 2.5 | -1.1 | 0 | 4.7* | 1.1
- COc1ccc(-n2ncc3c2CC(C)(C)CC3NC(=O)c2cnc(C)cn2)cc1 (stereo not drawn)
 : -3 | -1.3 | -1.5 | 6 | 1.0 | 5 | 1.3 | -0.6 | 2 | -0.1 | 0.1
- CC(C)C(NC(=O)C12CC3CC(CC(C3)C1)C2)C(=O)N/N=C/C1=C(N2CCOCC2)C(=C\c2ccc([N+](=O)[O-])cc2)/CC1 (stereo not drawn)
 : -3 | -0.9 | 0.4 | 3 | -1.1 | 2 | -0.5 | -1.7 | -2 | 0.1 | -0.8
- CCNC(=O)CC1C(=O)N(c2ccccc2)C(=O)N1CCc1ccc(OC)c(OC)c1 (stereo not drawn)
 : 1 | -1.0 | -0.1 | 2 | 1.2 | 3 | -1.4 | -1.0 | 3 | 0.8 | -0.7
- CNC(=O)C(=O)NCCc1ccc(Cl)cc1
 : 0 | -1.2 | -0.2 | -2 | 0.5 | 2 | 2.0 | -2.2 | -2 | 0.4 | -0.4
- O=C(NCCOc1ccc(Cl)cc1)c1cccc(S(=O)(=O)N2CCCC2)c1
 : -7 | -1.5 | -0.2 | 3 | -0.8 | -14 | -1.9 | -2.4 | -1 | -0.5 | -0.3
- O=C(c1ccc2ncsc2c1)N1CCN(c2ccc(O)cc2)CC1
 : -6 | -1.4 | -2.1 | 1 | -1.0 | -5 | -2.5 | -1.4 | -6 | -1.1 | -0.9
- COc1ccc(OC)c(C2NC(=O)NC(C)=C2C(=O)Nc2ccc(C)cc2C)c1 (stereo not drawn)
 : 4 | -1.1 | -2.4 | -7 | 0.5 | 6 | -0.1 | -0.6 | 6 | -0.1 | 0.5
- Cc1c(Cl)ccc2c1NC(=O)C21NC(CCC(N)=O)[C@H]2C(=O)N(c3ccc(Cl)cc3)C(=O)[C@H]21 (stereo partly drawn)
 : 0 | 0.3 | 0.3 | 0 | 2.1 | -4 | -1.0 | 1.3 | 2 | 0.0 | 0.5
